Source: PubChem BioAssay
H9c2 TAG inh = reduces triacylglycerol accumulation in H9c2 cells. inhibition, % at 12.5 µM. Nile Red lipid (TAG) fluorescence; cells loaded with 200 µM oleic acid. AID 651582. 230,000 tested, 0.66% active;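 active means pattern-corrected inhibition of lipid staining of at least 50% with the nuclear-stain viability signal not falling by more than 50%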;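 further: 0% = DMSO wells and 100% = triacsin C control wells; some results filed as inactive read as strong as hits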
H9c2 TAG inh DAPI viability = second read-out of H9c2 TAG inh, no call of its own (marks repeat the call); DAPI nuclei signal change (viability), lower = more cytotoxic, %;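 whole-well DAPI fluorescence read on a plate reader as a viability signal; minus 50 percent equals half of cells still viable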
Starred values were filed as active, the others as inactive.

mol	H9c2 TAG inh	H9c2 TAG inh DAPI viability
C#CCOCCOCCOCCNc1nc(N2CCN(C(=O)[C@H](CCC(=O)O)n3cc([C@@H](N)CCCCN)nn3)CC2)nc(N2CCN(C(=O)[C@H](CCCCN)n3cc([C@@H](N)CC(N)=O)nn3)CC2)n1	-4.1	-3.0
O=C(Cn1cnc2ccccc21)OCC(=O)N1CCCc2ccccc21	-0.5	-2.9
CCc1ccc(NC(=O)NCc2ccc3c(c2)OCO3)cc1	-26.8	-1.0
COc1cccc(Nc2ncccc2C(=O)NCc2ccccc2)c1	-7.1	-2.4
O=C(CS(=O)(=O)c1cn(Cc2ccc(Cl)cc2)c2ccccc12)N1CCCCC1	-2.1	-11.2
C[C@H](CO)N1C[C@H](C)[C@@H](CN(C)C(=O)Nc2ccc3c(c2)OCO3)Oc2c(NC(=O)c3ccncc3)cccc2C1=O	3.1	-0.1
CSc1ccc(Cl)c(C(=O)Nc2cc(S(=O)(=O)N3CCOCC3)ccc2N2CCOCC2)c1	-1.1	-1.9
CC1(C)O[C@@H]2[C@H](O1)[C@@H](CO)O[C@H]2n1cnc2c(N)ncnc21	5.3	2.0
O=C(NN=C1CCCC1)c1n[nH]c2c1CCCC2	-16.1	13.1
COC(=O)c1ccc(C(=O)OC)nc1	-1.1	-4.0
Cc1ccc(NC(=O)CCc2ccc(S(=O)(=O)NC3CCCCC3)cc2)cc1	-28.4	-2.9
N#Cc1ccc(CSc2nnc(-c3ccccn3)n2-c2ccc(Cl)cc2)cc1	10.0	17.4
CN(CC(=O)NC(=O)NC(C)(C)C)CC(=O)Nc1ccccc1Cl	15.7	-16.8
CCc1cc(-c2nnn(CCC3COCCO3)c2CC)cc(CC)c1-c1cn(Cc2ccc3ccccc3c2)nn1 (stereo not given)	-21.5	0.4
CCC(=O)c1cn(CC(=O)NCC2CCCO2)c2ccccc12 (stereo not given)	-8.6	8.5
CCOc1ccccc1NC(=O)C1CCN(S(=O)(=O)c2c(C)nn(C)c2C)CC1	-0.8	0.9
Cc1nc2c(C)cccc2c2c1COC2	-1.1	-2.2
CCOc1ccccc1OCCOCCOc1ccccc1[N+](=O)[O-]	-4.6	4.9
CCN(CC)CCn1c(NCc2ccc3c(c2)OCO3)nc2ccccc21	-5.6	6.5
CN1CCN(C(=O)c2cc(S(=O)(=O)Nc3ccccc3F)c(Cl)cc2Cl)CC1	-2.4	8.7
COc1ccc(/C=C2/SC(=O)N(CCNC(=O)C3CC(=O)N(Cc4ccccc4)C3)C2=O)cc1 (stereo not given)	1.1	31.6
CCN(c1ccccc1)S(=O)(=O)c1ccc(N2CCN(c3ccc(OC)cc3)CC2)nc1	-32.6	-4.3
COc1ccc(CN(C(=O)c2ccco2)c2ccc(C)c(C)c2)cc1	-1.5	5.2
CC1(C)CC(NCCN2CCN(C3=CC(=C(C#N)C#N)CC(C)(C)C3)CC2)=CC(=C(C#N)C#N)C1	3.8	9.0
CC(=O)c1ccc(N2CCN(S(=O)(=O)c3cccc4nsnc34)CC2)cc1	-7.1	-4.8
O=C(COC(=O)CCC(=O)c1ccc(F)cc1)Nc1ccc(N2CCOCC2)cc1	-0.9	-6.9
Cn1nccc1NC(=O)CC1(CC(=O)O)CCCCC1	-8.8	6.0
CC(C)C[C@@H](CN1CCC[C@@H]1CN1C(=O)C(=O)NC[C@@H]1Cc1ccccc1)N1C[C@H](Cc2ccc(O)cc2)N(CCc2ccccc2)C(=O)C1=O	10.8	-2.9
CCCN(CC(=O)Nc1ccccc1C)C(=O)c1cnc(C)cn1	2.9	-15.3
NC(=S)N/N=C/c1c(O)c(Br)cc2oc3c(c12)CCCC3	-27.3	6.9
O=C(Nc1nc(-c2ccccc2)cs1)Nc1ccc(F)cc1F	6.5	3.6
CCN(CC)P(=O)(Nc1ccc([N+](=O)[O-])cc1)c1c(C)nn(CCC#N)c1NC(=O)c1ccc(Cl)cc1Cl (stereo not given)	-2.6	-4.2
Cn1ncc2c(N)nc(NCCO)nc21	5.2	-8.5
COc1cccc(OCc2cc(C(=O)NCCN3CCCCC3CO)no2)c1 (stereo not given)	3.1	5.5
O=S(=O)(c1cc(Br)c(Cl)s1)N1CCCC1	-11.2	2.3
O=C(CNC(=O)c1ccccc1F)Nc1ccncc1	-12.1	1.7
COc1ccc(N2C(=O)C3CCCN3C2c2cccc(OC)c2OC)cc1 (stereo not given)	-10.3	-0.4
CC(=O)Nc1ccc(N(C(=O)CNC(=O)c2cccs2)C(C(=O)NC(C)(C)C)c2ccccc2)cc1 (stereo not given)	-2.8	-1.5
Cc1ccc(S(=O)(=O)Nc2ccccc2-c2ccccc2NS(=O)(=O)c2ccc(C)cc2)cc1	-3.8	-6.3
O=S(=O)(c1ccc2c(c1)CCCC2)N1CCNCC1	2.3	3.1
CC(C)(C)C(=O)NCCN1CCN(C(=O)C(C)(C)C)CC1	-3.8	-0.3
C/C(=N/NC(=O)CNC(=O)CCc1ccccc1)c1ccc(Cl)c(Cl)c1	6.2	2.2
CC(C)n1c(NCc2cc(Cl)ccc2O)nc2ccccc21	-48.4	0.2
O=c1c(C(c2ccccc2)c2c(O)nc3n(c2=O)CCS3)c(O)nc2n1CCS2	6.3	3.4
CCc1cc(Cn2nc(-c3ccccc3C)cc2C(=O)O)on1	1.7	1.2
NNC(=S)Nc1cc(S(=O)(=O)N2CCOCC2)ccc1N1CCOCC1	8.1	-13.5
CC(C)(C(=O)N1CCC1(C)C(=O)NS(=O)(=O)c1ccccc1Cl)c1ccccc1 (stereo not given)	-13.0	12.6
Cc1cc2c(=O)n(CC(=O)N3CCN(c4ccccc4)CC3)cnc2s1	18.3	-6.6
Cc1[nH]nc(Nc2ccc(O)cc2)c1[N+](=O)[O-]	8.8	-8.9
Oc1ccc(Br)cc1/C=N/Nc1ncc(-c2ccccc2)cn1	7.7	-11.5
CCOc1cc(CNC(C)C)c(Cl)cc1OCC(=O)NCCc1ccccc1	17.9	-9.6
C=CCSC(=C(C#N)C#N)c1cc2c([nH]1)CCCC2	20.2	-1.3
CCOC(=O)CC1(C)OCC(C[N+]2(C)CCCCC2)O1 (stereo not given)	-4.3	-0.1
Cc1cccc(OC(C)C(=O)Nc2nc(-c3cccnc3)cs2)c1 (stereo not given)	7.9	-0.9
COC(=O)[C@]1(Cc2ccccc2)N[C@H](c2ccc(-c3cc(C(C)=O)cs3)cc2)[C@@H]2C(=O)N(C)C(=O)[C@@H]21	-1.7	4.4
O=C(NCCCN1CCCC1=O)c1cccc(NS(=O)(=O)c2ccccc2)c1	-4.1	-1.7
O=C(O)C(Cc1ccccc1)n1cccc1 (stereo not given)	11.9	-4.0
CCOC(=O)Nc1nnc(-c2ccc(OC)c(OC)c2)s1	-3.6	8.8
Cc1ccc(S(=O)(=O)Nc2ccc3[nH]c(=O)[nH]c3c2)c(C)c1	-13.6	6.2
COc1ccccc1N(CCC#N)C(=O)CSc1nnc2ccccn12	13.4	2.9

Next part
mol	H9c2 TAG inh	H9c2 TAG inh DAPI viability
Cc1cc2ccccc2n1CCNC(=O)C1CC1	3.2	-1.3
O=S(=O)(NCc1ccccc1Cl)c1cnc[nH]1	8.7	0.4
COc1ccc(C(=O)NCC(=O)N=Nc2c(O)n(C)c3ccccc23)cc1OC	16.6	-9.6
O=C1CCC(c2ccccc2)(C2CCN(Cc3ccccc3)CC2)C(=O)N1 (stereo not given)	-0.7	-8.7
COC(=O)C1C(=O)C2=C(CC1C)NC(C)=C(C(=O)OCCOc1ccccc1)C2c1ccc(C)o1 (stereo not given)	-15.5	-5.0
COC(=O)C1=C(CN2CCSCC2)NC(=O)NC1c1cc(C)ccc1C (stereo not given)	-7.7	-2.8
Cc1ccc(C(=O)Nc2nccc(C)n2)cc1	2.2	1.9
CCCNC(=O)C1(C)CCCN(C(=O)C2(c3ccc(Cl)cc3)CCCC2)C1 (stereo not given)	1.9	-6.7
CN(/N=C/c1ccc(O)cc1O)c1ncc(C(F)(F)F)cc1Cl	-4.0	-1.2
CCOC(=O)c1c(C)[nH]c(C(=O)C(C)OC(=O)c2cnc(C)cn2)c1C (stereo not given)	-1.8	3.1
CCOC(=O)N1CCC(Nc2ccc(N3C(=O)C4CCCCC4C3=O)cc2[N+](=O)[O-])CC1 (stereo not given)	-5.0	-2.9
COc1ccc(-c2cc(C(=O)n3cnc4ccccc43)c3ccccc3n2)cc1	-0.4	4.4

Two of these compounds in another layout.
Each structure is followed by: H9c2 TAG inh	H9c2 TAG inh DAPI viability
> Cc1ccc(C(=O)Nc2nccc(C)n2)cc1
    2.2	1.9
> CCCNC(=O)C1(C)CCCN(C(=O)C2(c3ccc(Cl)cc3)CCCC2)C1 (stereo not given)
    1.9	-6.7

Continuation.
mol	H9c2 TAG inh	H9c2 TAG inh DAPI viability
CCOC(=O)c1ccc(S(=O)(=O)N2CCC(N3CCCCC3)CC2)cc1	-17.3	11.4
CCCCNC(=O)C1(C)CCN1C(=O)c1ccc2ccccc2n1 (stereo not given)	1.4	11.1
CC(=O)c1cn(CCCCCCCn2cc(C(C)=O)c(=O)[nH]c2=O)c(=O)[nH]c1=O	-11.0	12.6
CN(CC(=O)Nc1ccccc1C(F)(F)F)C(=O)COc1ccccc1Cc1ccccc1	11.0	5.0
O=C(NCC(=O)N1CCCCCCC1)c1ccc(Br)o1	9.1	-10.4
NC(=O)c1c(NC(=O)c2ccccc2C(=O)O)sc2c1CCCC2	-2.0	-3.4
Cc1nn(C)cc1C(=O)/C=C/c1ccc([N+](=O)[O-])cc1	11.9	-7.1
Cc1cc(-c2nnc(CCC(=O)NC(C)c3ccccc3Cl)o2)no1 (stereo not given)	-28.3	1.2
Cc1cc(C)c2sc(NC(=O)c3ccc([N+](=O)[O-])o3)nc2c1	56.8*	-41.2*
CCCNC(=O)C1(C)CCCN(C(=O)c2ccc3sccc3c2)C1 (stereo not given)	-2.0	3.4
COC(=O)c1ccc(Cl)c(NC(=O)CN2CCN(Cc3ccccc3)CC2)c1	-3.9	0.8
COc1ccc2oc(C(=O)OCC(=O)N3CCN(c4ccccc4)CC3)c(C)c2c1	4.3	-0.5
CC(=O)C(Cc1ccccc1)NC(=O)COC(=O)c1cccc(C)c1[N+](=O)[O-] (stereo not given)	5.9	-10.1
O=C(COc1ccc([N+](=O)[O-])cc1)Nc1nnc(-c2cccnc2)s1	1.5	-5.8
CCOC(=O)c1cnc(SCC(=O)Nc2cc(C(F)(F)F)ccc2N2CCOCC2)nc1N	4.5	-7.4
CCC(C)C(NC(=O)OC(C)(C)C)C(=O)NC(C(=O)N1CCCC1C(N)=O)C(C)CC (stereo not given)	-1.1	5.1
O=C(CSC(=S)N1CCCC1)N/N=C/c1c(O)[nH]c(=S)[nH]c1=O	-3.3	1.8
CCOC(=O)c1c(C)nc2c(c1-c1ccccc1)C(=O)CC(C)(C)C2	-2.3	1.0
CCOC(=O)c1cnc2ccc(Cl)cc2c1NCCN(C)C	26.4	-15.1
Cc1ccc(C(=O)COC(=O)c2cnccn2)cc1	3.5	0.6
Cc1ccc(N2CN(CCc3ccccc3)CNC2=S)cc1	12.9	-2.1
O=C(N/N=C/c1cccs1)C(O)c1ccccc1 (stereo not given)	2.7	5.2
CCOC(=O)c1sc(NC(=O)Cc2ccc(F)cc2)nc1C	8.6	6.6
COc1ccc(C2=CCCCCC2)c(OC)c1OC	-3.5	6.7

The final 5 entries of the section before are carried over, then new ones follow.
mol	H9c2 TAG inh	H9c2 TAG inh DAPI viability
Cc1ccc(C(=O)COC(=O)c2cnccn2)cc1	3.5	0.6
Cc1ccc(N2CN(CCc3ccccc3)CNC2=S)cc1	12.9	-2.1
O=C(N/N=C/c1cccs1)C(O)c1ccccc1 (stereo not given)	2.7	5.2
CCOC(=O)c1sc(NC(=O)Cc2ccc(F)cc2)nc1C	8.6	6.6
COc1ccc(C2=CCCCCC2)c(OC)c1OC	-3.5	6.7
COc1cccc(C(C)(O)c2nc(-c3cccc(C(=O)O)c3)cs2)c1 (stereo not given)	-1.9	2.8
[O-]/[N+](=C\c1cccc(Br)c1)c1ccccc1	0.4	-4.7
COc1ccccc1N1CCN(c2cc(=O)n(Cc3ccc(F)cc3)c(=O)[nH]2)CC1	13.9	-7.0
O=C1[C@@H](Oc2ccccc2)[C@@H](c2ccccc2)N1c1cccnc1	-2.1	-3.4
CCCCN(C(=O)CNC(=O)c1cccs1)C(C(=O)NC1CCCCC1)c1cccnc1 (stereo not given)	-14.3	9.3
O=C(C(c1ccccc1)c1ccccc1)N1CCN(Cc2ccccn2)CC1	-24.6	4.2
CN(C)CCC(=O)C(Cc1ccccc1)c1ccccc1 (stereo not given)	6.4	-4.2
CCCCn1c(N)c(N(CCOC)C(=O)c2ccc(N3C(=O)c4ccccc4C3=O)cc2)c(=O)[nH]c1=O	-25.3	1.2
COc1ccc(C(=O)N/N=C/c2cc3ccccc3[nH]c2=O)cc1	1.1	0.2
N=c1c(S(=O)(=O)c2ccccc2)cc2c(=O)n3ccccc3nc2n1Cc1ccco1	10.8	7.0
CC(O)(c1cccc(F)c1)c1nc(-c2csc3ccccc23)cs1 (stereo not given)	-20.7	1.4
NC(CC(=O)NC(c1ccccc1)(c1ccccc1)c1ccccc1)C(=O)O (stereo not given)	3.4	2.6
O=C(Nc1ccccc1[N+](=O)[O-])C1C(c2ccccc2)=C1c1ccccc1	6.7	-8.9
Cc1[nH]n(-c2ccccc2)c(=O)c1/C=N/N1C(=O)c2cccc3cccc(c23)C1=O	5.0	-2.6
CCCN(CC(=O)Nc1ccccc1C)C(=O)c1cc(C)oc1C	-11.5	-4.8

A portion of the library. The share of hits here may be higher or lower than overall.
